GRK2 inh = compounds blocking aptamer binding on GRK2 – biochemical, human GRK2, bead flow cytometry, HTS, primary screen | inhibition of aptamer binding, % at 10 µM | 330,000 tested, 0.59% active | FAM-aptamer displacement from GRK2 | Beta-adrenergic receptor kinase 1 (Homo sapiens), P25098 | AID 488847, 2010;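 active means inhibition of aptamer binding above 40%, roughly 3 SD of noise, on plates passing a quality check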;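 further: median bead fluorescence of bound FAM aptamer so fluorescent compounds give negative values; no value below 0 was filed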
GLD-1 RNA inh = GLD-1/TGE RNA complex disruptors, primary screen, biochemical, fluorescence polarization | purified GLD-1 + fluorescein TGE RNA | inhibition, % at 5.96 µM | 320,000 tested, 0.44% active | AID 2280, 2010;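 active means percent inhibition above a per-plate cutoff, the plate mean of test compounds plus 3 SD, cut at about 30% in these data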;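 further: 0% = DMSO wells with GLD-1 and probe and 100% = wells lacking GLD-1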
Target sequence (Q17339 whole entry, looked up): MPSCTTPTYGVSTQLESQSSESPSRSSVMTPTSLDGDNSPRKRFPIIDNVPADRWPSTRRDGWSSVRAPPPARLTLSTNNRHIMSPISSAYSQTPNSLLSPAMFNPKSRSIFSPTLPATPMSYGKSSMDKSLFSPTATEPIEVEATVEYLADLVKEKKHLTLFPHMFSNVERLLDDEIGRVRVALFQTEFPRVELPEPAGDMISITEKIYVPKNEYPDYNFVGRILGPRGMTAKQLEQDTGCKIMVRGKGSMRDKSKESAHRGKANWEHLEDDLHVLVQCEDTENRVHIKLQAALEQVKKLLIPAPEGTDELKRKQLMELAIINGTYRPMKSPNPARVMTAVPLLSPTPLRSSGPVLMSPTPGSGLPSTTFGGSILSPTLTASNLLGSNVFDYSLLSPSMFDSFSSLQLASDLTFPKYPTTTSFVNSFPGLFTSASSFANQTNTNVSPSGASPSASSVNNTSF
BCLXL inh = inhibitors of human Bcl-xL, primary screen, biochemical, fluorescence polarization, HTS. Bcl-2-like protein 1 (Homo sapiens), Q07817. GST-Bcl-xL / FITC-Bim BH3 peptide fluorescence polarization. inhibition, % at 10.9 µM. 320,000 tested, 0.7% active;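 active means inhibition above the mean of all tested compounds plus 3 SD, cutoff set per campaign, cut at about 30% in these data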;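 further: 0% = DMSO wells and 100% = unlabeled Bim-BH3 peptide competitor; inhibitors lower millipolarization by displacing the labeled peptide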
Target sequence (Q07817 whole entry, looked up): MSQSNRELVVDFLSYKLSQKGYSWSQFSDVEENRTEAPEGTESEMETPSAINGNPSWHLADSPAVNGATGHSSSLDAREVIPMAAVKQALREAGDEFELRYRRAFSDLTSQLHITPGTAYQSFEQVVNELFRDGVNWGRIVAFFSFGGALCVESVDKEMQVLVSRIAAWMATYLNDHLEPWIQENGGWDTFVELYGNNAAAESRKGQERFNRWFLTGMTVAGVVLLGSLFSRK
Fam108B inh = mouse Fam108B serine hydrolase inhibitors, primary screen, counter-screen for RBBP9 inhibitor project, biochemical, fluorescence polarization | 300,000 tested, 0.33% active | AID 1947, 2009 | inhibition, % at 9.51 µM | recombinant Fam108B, FP-Rh probe fluorescence polarization;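 active means inhibition above the screen mean inhibition plus 3 SD, computed separately per campaign, cut at about 18% in these data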;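 further: inhibitors lower polarization as less probe binds the enzyme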
MCL1 BIM primary = inhibitors of MCL1 binding to BIM-BH3, primary screen, biochemical, fluorescence polarization; GST-MCL1 / FITC-Bim-BH3 fluorescence polarization; inhibition, % at 10.9 µM; Induced myeloid leukemia cell differentiation protein Mcl-1 (Homo sapiens), Q07820; 320,000 tested, 0.68% active;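 active means inhibition above the mean inhibition of all tested compounds plus 3 SD, set per campaign, cut at about 40% in these data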;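 further: 0% = DMSO wells and 100% = unlabeled Bim-BH3 peptide control; higher means more loss of mP so more displacement of Bim peptide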
Target sequence (Q07820 whole entry, looked up): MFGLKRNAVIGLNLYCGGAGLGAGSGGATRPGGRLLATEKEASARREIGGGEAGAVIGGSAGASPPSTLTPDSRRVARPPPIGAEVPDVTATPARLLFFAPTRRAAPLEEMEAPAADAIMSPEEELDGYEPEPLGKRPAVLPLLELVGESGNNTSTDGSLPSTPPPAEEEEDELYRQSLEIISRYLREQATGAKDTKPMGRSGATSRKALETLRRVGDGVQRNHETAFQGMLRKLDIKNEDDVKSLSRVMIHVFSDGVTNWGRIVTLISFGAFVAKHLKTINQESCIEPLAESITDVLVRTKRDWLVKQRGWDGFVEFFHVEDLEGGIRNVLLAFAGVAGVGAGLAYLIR
MEX-5 binding = MEX-5 zinc finger RNA-binding disruptors – biochemical, C. elegans, fluorescence polarization, MLPCN library, primary screen. Zinc finger protein mex-5 (Caenorhabditis elegans), Q9XUB2. MEX-5/FITC-TCR2 RNA binding; active compounds read low. activity score (negative = inhibition of binding), % at 10 µM. 300,000 tested, 0.38% active. AID 1832, 2009;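 active means inhibition past about -25% in most replicates, and total fluorescence under double the plate's negative control median, limit read from the data; inconclusive means replicates evenly split on the limit, or fluorescence at least double controls; inactive means too little inhibition in most replicates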;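 further: 0% = DMSO and -100% = 5 µM competing unlabeled TCR2 RNA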
AGP1-GFP MLPCN = modulators of AGP1-GFP expression in yeast TOR pathway, primary screen, cell-based, multiplex flow cytometry, S. cerevisiae, MLPCN library; 3 h; GFP as percent of DMSO wells; GFP response vs DMSO, % at 10 µM; 320,000 tested, 0.02% active;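 active means GFP response relative to DMSO above a set limit, near screen average plus 3 SD, cut at about 150% in these data; inconclusive means fewer than 70 cells counted for the yeast strain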;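 further: median GFP channel fluorescence of the gated AGP1 strain per well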
CIT2 TOR yeast = modulators of CIT2-GFP expression in yeast, primary screen, S. cerevisiae, GFP fusion, multiplex flow cytometry, MLPCN library; S. cerevisiae CIT2-GFP strain, 3 h; 100 means same as DMSO wells; GFP response vs DMSO, % at 10 µM; 320,000 tested, 0.065% active;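 active means GFP response relative to DMSO above a set limit, near the screen mean plus 3 SD, cut at about 150% in these data; inconclusive means Fewer than 70 cells measured for a yeast strain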;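 further: ratio of well median GFP fluorescence to mean of DMSO wells on the plate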
VLA-4 inh = inhibition in human VLA-4 binding assay, primary screen, VLA-4 allosteric modulator project, MLPCN library, flow cytometry, VLA-4 expressing cells | inhibition, % (about 7 µM as worked out from the volumes in the protocol) | ligand binding flow cytometry | 330,000 tested, 0.2% active; in the data active means inhibition above about 50%
Active calls of the source: *; ? = inconclusive; nt = not tested or not shown.

SMILES	GRK2 inh	GLD-1 RNA inh	BCLXL inh	Fam108B inh	MCL1 BIM primary	MEX-5 binding	AGP1-GFP MLPCN	CIT2 TOR yeast	VLA-4 inh
CC(C)(C)NC(=O)COC(=O)/C=C/c1ccc(F)cc1	0.0	4.2	2.8	0.0	0.2	0.3	99.6	93.2	0.0
COc1ccc(N2CCN(C(=S)NC(C)c3ccccc3)CC2)cc1 (centres undefined)	21.0	-0.1	8.7	-5.8	12.0	0.7	91.1	93.8	7.9
CCOc1cc(/C=N/NC(=O)Cn2nc([N+](=O)[O-])cc2C)ccc1OCc1ccc(F)cc1	0.0	3.0	-2.9	-2.4	2.0	1.8	100.2	85.7	-0.7
Cc1ccc(-c2n[nH]c(=O)c3ccccc23)cc1S(=O)(=O)N(C)CCO	2.0	6.0	6.0	-5.8	2.3	-0.5	119.3	122.0	15.4
CC(=O)c1cccc(OCC(=O)N(Cc2ccco2)c2c(N)n(Cc3ccccc3)c(=O)[nH]c2=O)c1	3.0	-0.7	-3.9	nt	-10.7	nt	112.0	108.6	11.5
CC(Oc1ccc(Br)cc1)C(=O)O/N=C(\N)c1ccncc1 (centres undefined)	1.0	5.7	1.9	-3.1	5.5	2.4	71.1	95.2	2.5
COc1cc(C(=O)NCc2cccs2)ccc1OCc1c(C)noc1C	0.0	0.8	nt	nt	nt	nt	87.8	114.2	0.5
COc1ccc(/C=C(\C#N)C(=O)NCc2ccccc2)cc1O	0.0	1.2	1.4	0.4	-2.3	2.1	104.8	96.3	-12.2
CCC(C)(NC(=O)c1cccc(N2C(=O)CSC2c2ccccc2)c1)C(=O)Nc1ccccc1C (centres undefined)	6.0	7.5	4.4	-1.5	5.6	0.2	106.6	108.6	14.7
COc1ccc2c(c1)N(C(=O)CSc1n[nH]c(C)n1)C(C)(C)C=C2C	2.0	-2.5	7.9	4.2	1.9	1.7	106.2	92.1	28.3
COc1ccc(NC(=O)C/C(C)=N/NC(=O)CCc2ccccc2)c(OC)c1	0.0	-0.6	-5.9	-3.8	-8.0	2.1	96.0	102.7	24.4
Cn1c(=O)n(C)c2cc(S(=O)(=O)Nc3ccccc3O)ccc21	4.0	4.5	6.7	-0.2	3.8	-2.6	106.7	106.5	13.2
CCc1cccc(NC(=O)Nc2cccs2)c1	25.0	2.8	11.8	5.7	10.8	-4.5	92.8	94.9	-0.9
CSc1nc2c(c(=O)[nH]1)C(c1cccc(Br)c1)CC(=O)N2 (centres undefined)	1.0	0.6	1.2	-3.7	-3.6	-1.0	100.5	101.2	14.5
COc1ccccc1NC(=O)C(C)NS(=O)(=O)c1ccccc1 (centres undefined)	0.0	-3.5	1.6	0.5	1.4	0.8	101.3	98.5	8.7
COc1cc(NC(=O)CSc2c3c(nc4ccccc24)CCC3)cc(OC)c1OC	6.0	-1.4	3.2	5.1	-2.4	-2.3	93.0	100.1	1.2
COc1ccc(N2CSC3=C(C#N)C(c4ccc(OC)c(OC)c4)CC(=O)N3C2)c(OC)c1 (centres undefined)	6.0	-13.7	-17.2	3.3	-15.6	0.9	105.8	101.6	21.9
C=CCNC(=O)C1CC(c2cccc(OC)c2)=NO1 (centres undefined)	1.0	-1.7	-0.6	0.4	3.0	0.1	110.0	102.3	8.2
CC(=O)N1c2ccc(S(=O)(=O)NCCC(=O)Nc3ccc(C)c(F)c3)cc2CC1C (centres undefined)	0.0	5.2	-0.2	-1.1	0.5	-0.1	94.6	106.9	18.2
CCOC(=O)c1ccc(NC(=S)NCCc2ccccc2F)cc1	1.0	5.3	0.0	0.2	1.0	nt	101.6	91.8	8.8
C=C[C@H]1[C@H](O[C@@H]2O[C@H](CO)[C@@H](O)[C@H](O)[C@H]2O)OC=C2C(=O)OCC[C@]21O	0.0	4.5	nt	nt	nt	nt	112.2	107.7	9.1
CCN1CCCC1CNC(=O)C(=O)NC(C)c1ccccc1 (centres undefined)	2.0	6.1	5.5	-1.1	5.4	2.1	100.1	111.0	1.8
Cn1ccsc1=NC(=O)c1cc(S(=O)(=O)N2CCOCC2)ccc1F	1.0	3.1	3.1	2.2	5.4	2.6	81.6	91.8	11.1
Fc1cccc(F)c1-n1c(CN2CCCCC2)csc1=S	0.0	5.7	0.6	2.3	-2.0	-1.7	94.0	95.8	0.8
COc1ccc2sc(C)nc2c1NC(C)=O	0.0	9.3	5.7	3.7	10.3	0.7	109.9	112.2	-8.8

A portion taken from the entries so far, as a working copy:
SMILES	GRK2 inh	GLD-1 RNA inh	BCLXL inh	Fam108B inh	MCL1 BIM primary	MEX-5 binding	AGP1-GFP MLPCN	CIT2 TOR yeast	VLA-4 inh
Cn1ccsc1=NC(=O)c1cc(S(=O)(=O)N2CCOCC2)ccc1F	1.0	3.1	3.1	2.2	5.4	2.6	81.6	91.8	11.1
Fc1cccc(F)c1-n1c(CN2CCCCC2)csc1=S	0.0	5.7	0.6	2.3	-2.0	-1.7	94.0	95.8	0.8
COc1ccc2sc(C)nc2c1NC(C)=O	0.0	9.3	5.7	3.7	10.3	0.7	109.9	112.2	-8.8

The list continues.
SMILES	GRK2 inh	GLD-1 RNA inh	BCLXL inh	Fam108B inh	MCL1 BIM primary	MEX-5 binding	AGP1-GFP MLPCN	CIT2 TOR yeast	VLA-4 inh
C=CCN1C=C2C(=O)C(C)(OC(=O)C3CCCC3)C(=O)C=C2C=C1c1ccsc1 (centres undefined)	5.0	31.8*	31.2*	5.3	38.2	-6.2	97.3	92.3	-13.9
Nc1nnc(SCC(=O)OCC(=O)Nc2ccccc2)s1	0.0	-0.5	1.3	-1.6	0.3	4.6	104.3	113.8	-1.1
O=C(COC(=O)/C=C/c1ccc(OC(F)F)cc1)Nc1ccc(N2CCOCC2)cc1	0.0	0.3	-1.7	3.9	-2.1	-2.0	101.9	96.9	4.6
COc1ccc(NC(=O)c2ccc3c(=O)n(-c4ccc(OC)cc4OC)c(=S)[nH]c3c2)cc1	1.0	4.7	5.9	-5.1	4.8	0.1	101.3	93.5	7.8
COCCN1Cc2cccc(C(=O)Nc3c(C)cc(C)cc3C)c2C1=O	1.0	-0.7	4.0	2.9	-1.8	0.4	100.3	102.9	-17.4
CN(C(=O)c1cccc(NC(=O)Cc2cccc([N+](=O)[O-])c2)c1)C1CCC1	2.0	6.1	nt	nt	nt	nt	94.6	84.4	-1.1
O=C(Nc1ccccc1)N(C1=NCCCCS1)c1ccccc1	0.0	2.7	-5.7	-4.4	-12.6	0.5	nt	93.0	0.7
N#C/C(=C/c1ccc(Br)s1)C(=O)NCCc1c[nH]c2ccccc12	7.0	0.7	1.8	-8.7	-0.9	-2.5	93.0	91.7	16.4
COC(=O)c1cc(C(=O)N2CCN(c3cccc(Cl)c3)CC2)cc([N+](=O)[O-])c1	1.0	2.5	3.5	-0.1	6.5	1.2	96.1	nt	15.3
CC(=O)/C(C[N+]1(C)CCCCC1)=N\O	0.0	2.6	-4.7	0.2	-9.2	2.3	nt	99.9	1.5
COC(=O)Cc1[nH]c(=S)[nH]c1C(=O)OC	0.0	-0.6	-0.3	0.2	-1.3	5.3	105.1	113.5	-3.0
Cc1cc(C)cc(-n2c(SCC(=O)NCc3ccco3)nc3ccccc3c2=O)c1	0.0	-0.2	5.8	-3.0	14.4	nt	106.5	112.9	0.0
COc1ccc(-c2nnc(Sc3nc4ccccc4o3)c3ccccc23)cc1	1.0	3.9	-9.8	-0.7	4.5	3.9	87.5	87.6	21.8
CN(C)S(=O)(=O)c1ccc2c(c1)C(CC(=O)O)NC2=O (centres undefined)	0.0	6.2	2.3	4.2	1.9	-1.7	105.8	104.0	-0.8
NC(=O)c1ccc(N2CCN(c3ncc(C(F)(F)F)cc3Cl)CC2)cc1	3.0	1.3	7.3	-2.5	0.5	1.8	109.5	109.1	-0.9
O=C(COC(=O)CCC1CCCC1)Nc1ccccc1OC(F)F	3.0	-5.2	-0.9	0.6	-6.8	-0.4	98.1	98.7	6.1
CCNC(=O)N(CC)C[C@H]1N[C@@](C)(C(=O)OC)[C@H]2C(=O)N(C)C(=O)[C@@H]12	2.0	-6.2	nt	nt	nt	nt	95.7	91.5	45.2
CC1CCc2c(C(=O)NCc3ccco3)csc2C1 (centres undefined)	0.0	12.3	5.2	5.4	5.5	-1.5	89.4	80.7	4.2
C[C@H](CO)NC(=O)[C@@H]1C[C@H]1[C@@H](NP(=O)(c1ccccc1)c1ccccc1)c1ccccc1	0.0	5.8	-3.0	1.9	-1.8	0.2	86.0	86.8	-0.7
CC(C)OCCCNC(=O)c1ccc(CN2CCc3ccccc3C2)cc1	1.0	2.6	0.7	-2.5	4.9	0.6	99.3	99.2	10.0
Cc1ccc(CCC(=O)Nc2ccc([N+](=O)[O-])cc2)o1	1.0	1.7	-7.3	3.4	-5.8	-0.6	93.8	97.1	5.9
O=C(C1CC(=O)N(c2ccc(Br)cc2)C1)N1CCCC1 (centres undefined)	0.0	3.7	11.5	-0.3	4.5	3.1	103.9	106.3	33.8
Cc1noc(C)c1S(=O)(=O)N1CCCC(C(=O)NCCC2=CCCCC2)C1 (centres undefined)	0.0	-0.8	6.3	-0.5	1.1	-2.7	96.8	86.3	0.1
CCc1cccc(NC(=O)CSc2nc3c(c(=O)[nH]2)CCCC3)c1	1.0	-1.0	3.2	2.5	8.1	0.1	98.1	97.0	11.1
O=C(c1cn(-c2ccccc2)nc1-c1ccccc1)N1CCOCC1	1.0	3.7	3.8	0.6	1.5	1.4	104.2	100.9	19.5
Further structures follow.
SMILES	GRK2 inh	GLD-1 RNA inh	BCLXL inh	Fam108B inh	MCL1 BIM primary	MEX-5 binding	AGP1-GFP MLPCN	CIT2 TOR yeast	VLA-4 inh
NC(=O)c1ccc2c(=O)c(O)c(-c3cc(Cl)c(N)c(Cl)c3)[nH]c2c1	0.0	0.0	2.6	9.0	27.7	?	104.4	104.0	5.9
Fc1ccc(CSc2ncnc3ccccc23)cc1	0.0	5.6	-1.3	0.5	6.9	0.4	95.6	99.3	1.9
O=c1cc(CCl)[nH]c2nc3ccccc3n12	2.0	-2.9	2.6	3.7	-1.2	2.4	101.6	101.4	-4.2
O=c1/c(=C/c2cccc3ccccc23)sc2ncnn12	0.0	-0.2	3.4	-1.8	1.8	-3.7	81.3	106.9	12.7
CCN1CCN(c2nnc(-c3ccc(C)cc3)c3ccccc23)CC1	0.0	-9.7	-0.1	2.2	0.0	2.7	96.2	112.9	4.8
O=[N+]([O-])c1cc(S(=O)(=O)N2CCOCC2)ccc1N1CCCC1	2.0	2.6	-4.3	0.0	-6.9	-0.5	104.2	99.1	2.8
COc1ccccc1NC(=O)c1cc(S(=O)(=O)NC2CCCC2)ccc1F	8.0	-0.2	-0.9	-3.0	-0.9	0.9	?	?	8.4
COc1ccc(CC(=O)Nc2nc(-c3ccccc3)c(C(C)=O)s2)cc1OC	17.0	-10.5	0.6	-3.0	2.4	-10.3	102.7	97.7	-1.4
CCN1C(=O)/C(=C/c2nc3ccccc3c(=O)n2-c2ccccc2)c2ccccc21	2.0	-7.6	-2.7	4.7	-11.6	-0.6	105.5	?	-2.6
